HEK293 cAMP ctrl – qHTS Assay for Agonists of the Thyroid Stimulating Hormone Receptor: Activators of Intracellular cAMP Concentrations in Parental HEK 293. 73,000 compounds, 2.5% hits. Potency, µM (series often up to 57.1 µM), without a hit: at the highest dose activation, hits mostly activators. parental HEK293 CNG cAMP sensor, membrane potential fluorescence. AID 938, 2007; further: potency means the concentration at half of the fitted maximal effect; % of control where 0% means no effect; nearly all actives have a fitted effect of over 55% in size
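Parental HEK 293 cells stably expressing a cAMP-gated CNG channel were loaded with membrane potential dye containing 100 uM RO 20-1724 for 60 min. Compound added for 30 min; depolarization read as fluorescence intensity at 590 nm.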
Tau filament bind – qHTS Assay for Tau Filament Binding. Microtubule-associated protein tau (Homo sapiens), P10636. recombinant tau filaments, thioflavin S fluorescence, 15 h; filaments grown with octadecylsulfate alongside compound. Potency, µM (series often up to 57.1 µM), without a hit: top-dose activity change, negative = inhibition. 71,000 compounds, 2% hits;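 further: potency means the concentration at half of the fitted maximal effect; on the % scale 0 is the no-effect control and ±100 the full control effect; actives lower thioflavin S fluorescence by blocking filaments or displacing dye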
Target sequence (P10636 whole entry, looked up): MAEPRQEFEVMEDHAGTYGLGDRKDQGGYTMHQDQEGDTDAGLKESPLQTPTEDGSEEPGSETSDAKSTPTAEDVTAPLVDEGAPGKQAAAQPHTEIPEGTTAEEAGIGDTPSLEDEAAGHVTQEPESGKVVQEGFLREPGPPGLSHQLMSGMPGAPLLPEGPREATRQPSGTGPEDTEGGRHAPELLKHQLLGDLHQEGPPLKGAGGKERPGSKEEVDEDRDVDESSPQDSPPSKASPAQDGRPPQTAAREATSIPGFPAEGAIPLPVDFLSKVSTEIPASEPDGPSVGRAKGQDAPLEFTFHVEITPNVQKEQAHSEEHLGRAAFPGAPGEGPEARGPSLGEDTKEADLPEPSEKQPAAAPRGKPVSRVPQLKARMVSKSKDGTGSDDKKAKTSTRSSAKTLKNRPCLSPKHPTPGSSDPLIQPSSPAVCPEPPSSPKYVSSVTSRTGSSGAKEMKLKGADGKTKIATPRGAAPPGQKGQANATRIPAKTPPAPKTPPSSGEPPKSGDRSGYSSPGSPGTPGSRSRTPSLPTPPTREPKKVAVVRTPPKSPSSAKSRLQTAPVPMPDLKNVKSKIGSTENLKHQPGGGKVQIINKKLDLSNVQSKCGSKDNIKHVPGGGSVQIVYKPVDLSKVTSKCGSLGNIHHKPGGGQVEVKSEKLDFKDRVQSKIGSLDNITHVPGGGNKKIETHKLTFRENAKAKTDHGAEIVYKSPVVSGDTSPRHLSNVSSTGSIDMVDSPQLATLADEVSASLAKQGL
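Quantitative HTS: thioflavine S signal from ODS-induced tau filaments, excited at 450 nm, emission 510 nm. Conditions: 1 uM tau, 30 uM ODS, 15 h at 37 C, pH 7.4.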
Rhodamine autofl – qHTS Assay for Spectroscopic Profiling in Rhodamine Spectral Region; AID 594, 2007; max dye-equivalent concentration, M; Rhodamine-region fluorescence, 547/598 nm, Tris buffer; hits give high values; 59,000 compounds, 0.05% hits; in the data active means max dye-equivalent concentration above about 11 nM; inconclusive means between about 1.1 nM and that limit
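Steps: pin-transfer compounds into pH 8.0 Tris (100 mM), hold 15 min at room temperature, image with a 547/598 nm filter pair, and convert intensities to rhodamine-equivalent concentration using a six-point on-plate rhodamine series.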
Caspase-7 inhib – qHTS Assay for Allosteric/Competitive Inhibitors of Caspase-7; P55210; recombinant caspase-7, Ac-DEVD-AFC fluorescence rate; Potency, µM (titrated, usually from 57.5 µM), for inactives: at the top dose activity change, negative = inhibition, usual class: inhibitors; 75,000 compounds, 0.02% hits; active means well fitted inhibition curve with a large enough effect in the main read-out, with a control signal flat, not every such curve was filed as active; inconclusive means small, poorly fitted or top-dose-only effect, or a change in a side signal; further: potency means the concentration at half of the fitted maximal effect; % of control where 0% means no effect
Casp1 inh – qHTS Assay for Allosteric/Competitive Inhibitors of Caspase-1 | P29466 | Caspase-1 enzyme, Ac-WEHD-AFC fluorogenic rate | Potency, µM (titrated, usually from 57.5 µM), for the others: at the highest dose activity change, negative = inhibition, usual class: inhibitors | 75,000 compounds, 0.03% hits | AID 900, 2007;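 further: potency means the concentration at half of the fitted maximal effect; plate controls were vehicle for no effect and no substrate for full effect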
Fluorescein fluor – qHTS Assay for Spectroscopic Profiling in Fluorescein Spectral Region; 59,000 compounds, 0.91% hits; AID 593, 2007; max fluorescein-equivalent concentration, M; Compound autofluorescence, 480/540 nm, fluorescein-equivalent; hits give high values; in the data active means max fluorescein-equivalent concentration above about 10 nM; inconclusive means between about 1.1 nM and that limit
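Compounds (23 nL) in 100 mM Tris pH 8.0, 15 min at room temperature, then fluorescence read at 480 nm excitation/540 nm emission. Signal converted to fluorescein-equivalent concentration from an on-plate fluorescein standard curve.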
Luciferase inh – qHTS Assay for Inhibitors of Firefly Luciferase | Luciferin 4-monooxygenase (Photinus pyralis), P08659 | Potency, µM (titrated, usually from 57.1 µM), for inactives: at the highest dose activity change, negative = inhibition, actives largely listed as inhibitors | 72,000 compounds, 2.2% hits | purified firefly luciferase, luminescence, 8 min; further: potency means the concentration at half of the fitted maximal effect; on the % scale 0 is the no-effect control and ±100 the full control effect; nearly all actives have a fitted effect of over 40% in size
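qHTS concentration-response profiling: light output of P. pyralis luciferase with luciferin and 10 uM ATP, imidazole buffer pH 7.2. Read by luminescence after 8-min room-temperature incubation.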
HADH2 inh – qHTS Assay for Inhibitors of HADH2 (Hydroxyacyl-Coenzyme A Dehydrogenase, Type II); Potency, µM (doses to about 57.1 µM), for inactives: at the top dose activity change, negative = inhibition, actives largely listed as inhibitors; 73,000 compounds, 3.4% hits; recombinant HADH2, NADH fluorescence, beta-hydroxybutyryl-CoA; 3-hydroxyacyl-CoA dehydrogenase type-2 (Homo sapiens), Q99714; AID 886, 2007; further: potency means the concentration at half of the fitted maximal effect; on the % scale 0 is the no-effect control and ±100 the full control effect; nearly all actives have a fitted effect of over 60% in size; many of its hits are not listed in these tables
Target sequence (Q99714 whole entry, looked up, one chain of several): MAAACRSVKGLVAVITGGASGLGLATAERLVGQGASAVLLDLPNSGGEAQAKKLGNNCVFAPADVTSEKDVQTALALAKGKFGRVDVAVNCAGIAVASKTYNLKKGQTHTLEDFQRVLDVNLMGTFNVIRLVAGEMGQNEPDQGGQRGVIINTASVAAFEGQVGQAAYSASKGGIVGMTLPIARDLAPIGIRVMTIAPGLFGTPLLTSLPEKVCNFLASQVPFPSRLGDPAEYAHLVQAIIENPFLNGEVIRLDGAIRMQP
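His-tagged recombinant enzyme from E. coli, 20 nM, preincubated 15 min RT with compound; reaction started with 1 mM NAD+ and 90 uM beta-hydroxybutyryl-CoA in 100 mM Tris-HCl pH 9.0. NADH fluorescence (ex 360/em 450) read over 4 min; last-minus-first difference.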
ERK AVP inh – qHTS Assay for Inhibitors of the ERK Signaling Pathway using a Homogeneous Screening Assay. HEK293-V1b, vasopressin-stimulated pERK AlphaScreen. 72,000 compounds, 0.99% hits. Potency, µM (series often up to 57.5 µM), for the others: top-dose activity, negative = inhibition, usual class: inhibitors. AID 995, 2007; further: potency means the concentration at half of the fitted maximal effect; on the % scale 0 is the no-effect control and ±100 the full control effect; nearly all actives have a fitted effect of over 55% in size
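V1b-HEK293 cells; cpd 30 min 37C; 25 nM vasopressin 5 min; lyse 10 min; AlphaScreen beads 5 hr RT. Normalized to DMSO basal and 25 nM vasopressin; AC50 by Hill fit.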
Texas Red fluor – qHTS Assay for Spectroscopic Profiling in Texas Red Spectral Region | Compound fluorescence, Texas Red channel, 547/618 nm; hits give high values | max dye-equivalent concentration, M | 59,000 compounds, 0.06% hits | AID 587, 2007; in the data active means max dye-equivalent concentration above about 10 nM; inconclusive means between about 1.1 nM and that limit
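Fluorescence at ex 547/em 618 nm, normalized against an on-plate Texas Red standard series to give dye-equivalent concentration per compound concentration. Buffer 100 mM Tris, pH 8.0; 15 min RT incubation before CCD imaging.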
USP2a inh – qHTS Assay for Inhibitors of Ubiquitin-specific Protease USP2a. USP2a enzymatic assay, qHTS inhibition. Potency, µM (top dose mostly 38.3 µM), inactives show top-dose activity change, negative = inhibition, most hits filed as inhibitors. 60,000 compounds, 0.1% hits;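 further: potency means the concentration at half of the fitted maximal effect; nearly all actives have a fitted effect of over 60% in size; plate controls were DMSO for no effect and NEM full inhibition control for full effect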
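USP2 core (20nM final) preincubated 30 min RT with compound, then Ub-PLA2 20nM and NBD C6-HPC 20uM final added; buffer 20mM Tris-HCl pH 8.0, 2mM CaCl2. Fluorescence Ex 460/Em 535 read at 0 and 2.5 h; normalized to NEM.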
The depositor's hits bear a star; i = inactive; ? = inconclusive; . = no result given; [ ] = another dose, or the depositor's remark. Unless noted, the call rests on the fitted dose curve; in most records, active means well fitted curve in the direction sought with a large enough effect; inconclusive means small, poorly fitted or top-dose-only effect, or another doubt; inactive means no such curve, though single readings can be large; an effect the other way counts as inactive or inconclusive.

Every second line gives: HEK293 cAMP ctrl | Tau filament bind | Rhodamine autofl | Caspase-7 inhib | Casp1 inh | Fluorescein fluor | Luciferase inh | HADH2 inh | ERK AVP inh | Texas Red fluor | USP2a inh
O=C(CCC1COc2ccccc2O1)NCC1COc2ccccc2O1 (configuration not stated)
    25% | -10% | i | -2% | -1% | i | -2% | 7% | 10% | i | 7%
c1cncc(CNc2nc(-c3cccnc3)nc3ccccc23)c1
    -5% | -2% | i | -3% | -2% | ? | -3%[2.29 µM] | ? | ? | i | -13%
Nc1c(NCCC2=CCCCC2)c(=O)[nH]c(=O)n1Cc1ccccc1
    25% | 46% | i | -29% | ? | ? | 5% | -19% | ? | i | 19%
CC(C)(C)c1nc2scc(-c3cccs3)c2c(=O)o1
    22% | -2% | i | -1% | 0% | i | 0% | 0% | 40%[activator] | i | -16%
O=C(CN1C(=O)C2C3C=CC(C3)C2C1=O)NCCc1ccccc1 (configuration not stated)
    -6% | -2% | i | -1% | 1% | i | 0% | 4% | 17% | i | 5%
Cc1ccc(S(=O)(=O)N2CCC(C(=O)Nc3ccccc3N3CCCCC3)CC2)cc1
    22% | 3% | i | -4% | -2% | i | 0% | 13% | -4% | i | 119%[activator]
CCC(C)(C)NC(=O)CC(c1ccc(OC)cc1)n1cccc1 (configuration not stated)
    12% | 6% | i | 0% | 4% | i | 0% | 1% | -3% | i | 10%
CCCC/C=C/C(NC(=O)CCc1ccccc1)c1ccccc1 (configuration not stated)
    10µM* | 3% | . | -3% | 1% | . | . | -9% | 20% | . | .
CCOC(=O)N1CCN(C(=O)CSc2nnc(-c3ccc(C(C)(C)C)cc3)o2)CC1
    -1% | -5% | . | -4% | -4% | . | 1.3µM* | -3% | ? | . | .
COc1ccc(-c2noc(CCC(=O)N3CCN(c4cc(C)ccc4C)CC3)n2)cc1
    ? | -6% | i | -5% | -4% | i | 1% | -2% | -7% | i | -16%

Ordered by SMILES length (rising): part of the list above
Every second line gives: HEK293 cAMP ctrl | Tau filament bind | Rhodamine autofl | Caspase-7 inhib | Casp1 inh | Fluorescein fluor | Luciferase inh | HADH2 inh | ERK AVP inh | Texas Red fluor | USP2a inh
CC(C)(C)c1nc2scc(-c3cccs3)c2c(=O)o1
    22% | -2% | i | -1% | 0% | i | 0% | 0% | 40%[activator] | i | -16%
CCC(C)(C)NC(=O)CC(c1ccc(OC)cc1)n1cccc1 (configuration not stated)
    12% | 6% | i | 0% | 4% | i | 0% | 1% | -3% | i | 10%
O=C(CN1C(=O)C2C3C=CC(C3)C2C1=O)NCCc1ccccc1 (configuration not stated)
    -6% | -2% | i | -1% | 1% | i | 0% | 4% | 17% | i | 5%
COc1ccc(-c2noc(CCC(=O)N3CCN(c4cc(C)ccc4C)CC3)n2)cc1
    ? | -6% | i | -5% | -4% | i | 1% | -2% | -7% | i | -16%

Compound profiles, as listed above:
`O=C(CCC1COc2ccccc2O1)NCC1COc2ccccc2O1` (configuration not stated) is listed as HEK293 cAMP ctrl = 25%; Tau filament bind = -10%; Rhodamine autofl = i; Caspase-7 inhib = -2%; Casp1 inh = -1%; Fluorescein fluor = i; Luciferase inh = -2%; HADH2 inh = 7%; ERK AVP inh = 10%; Texas Red fluor = i; USP2a inh = 7%
`O=C(CN1C(=O)C2C3C=CC(C3)C2C1=O)NCCc1ccccc1` (configuration not stated) is listed as HEK293 cAMP ctrl = -6%; Tau filament bind = -2%; Rhodamine autofl = i; Caspase-7 inhib = -1%; Casp1 inh = 1%; Fluorescein fluor = i; Luciferase inh = 0%; HADH2 inh = 4%; ERK AVP inh = 17%; Texas Red fluor = i; USP2a inh = 5%

Continued:
Every second line gives: HEK293 cAMP ctrl | Tau filament bind | Rhodamine autofl | Caspase-7 inhib | Casp1 inh | Fluorescein fluor | Luciferase inh | HADH2 inh | ERK AVP inh | Texas Red fluor | USP2a inh
COc1ccc(N2CCN(c3ncnc4c3cnn4-c3ccc(C)cc3C)CC2)cc1
    2% | -14% | i | 0% | -1% | i | 2% | -19% | ? | ? | 5%
O=C(NCCCN1CCCCC1)C1(S(=O)(=O)c2ccc(Cl)cc2)CC1
    7% | -1% | . | -2% | 0% | . | 4% | 3% | 3% | . | .
Cn1c(-c2ccc3c(c2)OCO3)cc(=O)c2ccccc21
    25%[25.6 µM] | -8%[25.6 µM] | i | 0%[25.7 µM] | -3%[25.7 µM] | i | 0%[25.5 µM] | -4%[25.6 µM] | 0%[25.7 µM] | i | -18%[17.1 µM]
COCCNC(=O)C1CC(=O)N(C2CCCCC2)C1 (configuration not stated)
    2% | 1% | i | 1% | 2% | ? | 0% | 8% | 45% | i | -7%
COc1ccccc1N(CC(=O)Nc1ccccc1C)S(C)(=O)=O
    -1%[11.4 µM] | 9%[11.4 µM] | . | 1% | 0% | . | 2% | -2%[11.4 µM] | 8% | . | -1%[7.66 µM]
CN1C(=O)c2ccccc2C(C(=O)O)C1c1cccc(F)c1 (configuration not stated)
    6% | 2% | i | -2% | 2% | i | 1% | 1% | 39% | i | -6%
CCOC(=O)CSc1nc2cc(C(=O)NCc3ccco3)ccc2c(=O)n1-c1ccc(F)cc1
    0% | 20% | i | 0% | 0% | i | -2% | 5% | -18% | i | -5%
O=C1CC(c2ccco2)Cc2nc(Nc3ccc(F)cc3)ncc21 (configuration not stated)
    ? | 11% | i | -2% | 0% | i | 1% | 4% | -6% | i | 24%
COc1ccc(OC)c(N(CC(=O)N2CCN(c3cc(Cl)ccc3C)CC2)S(C)(=O)=O)c1
    ? | 18% | i | -2% | -3% | i | 2% | -2% | -21% | i | 25%
O=c1cc(NCc2ccc3c(c2)OCO3)[nH]c(=O)n1-c1ccc(Cl)cc1
    -1%[2.29 µM] | 6% | i | -1% | 3% | i | 1% | 5% | -3% | ? | 0%
COc1cc2cc(CN(C(=O)NC3CCCCC3)C3CCCC3)c(=O)[nH]c2cc1OC
    ? | -6% | i | -1% | -2% | i | -1% | -15% | -10% | ? | .
O=C(c1ccc(-c2nnc(-c3ccccc3)o2)cc1)N1CCCCCC1
    23% | 2% | i | 1% | -1% | i | -6% | -4% | -1% | i | 5%
COCCCn1c(SCC(=O)NC2CCCCC2)nnc1-c1ccncc1
    4% | -4% | i | 2% | -1% | ? | 1% | 0% | 29% | i | 1%
Cc1cc(C)c(C(N)=O)c(Nc2cccc(Cl)c2C)n1
    -1% | 82% | i | 1% | 1% | i | 0% | -5% | -28% | i | -4%
CCOC(=O)C(C(C)=O)c1nc(C)nc2c1nnn2Cc1ccccc1Cl (configuration not stated)
    29% | 3% | i | -2% | -3% | i | 2% | 4% | 0% | i | 26%
CC(C)=CCc1c(C)nc2ccccc2c1C(=O)O
    5% | -15% | i | -1% | -1% | ? | 3% | -6% | 3% | i | -2%
C[C@@H](C(=O)Nc1ccc2ccccc2c1)[C@@H]1C[C@@]1(C)[C@@H](NC(=O)c1cccnc1)c1ccccc1
    26% | 63% | . | -2% | -8% | . | . | 4% | 10% | . | .
CCOc1ccccc1CNC(=O)C1CCC(=O)N1C(C)C (configuration not stated)
    6% | -1% | i | 1% | -1% | i | 1% | 7% | -12% | i | -6%
Cc1cc(C(=O)NCc2cccs2)c(C)o1
    8% | 74% | i | -2% | -2% | i | -1% | -25% | 23% | i | -10%
COc1ccc(NC(=O)CN(C)S(=O)(=O)c2cccs2)cc1
    14% | -5% | i | -3% | 1% | i | -6% | -1% | -3% | i | -12%
COCCn1nnnc1CN1CCC(Cc2ccccc2)CC1
    0% | 0% | i | -1% | 0% | i | 0% | -12% | -13% | ? | 27%
CCc1cccc(NC2c3ccccc3C(=O)N2c2cccnc2)c1 (configuration not stated)
    20% | 1% | . | -1% | -3% | . | 4% | 1% | -16% | . | .
CCOC(=O)N1CCC(Nc2c(N3CCN(c4cc(Cl)ccc4C)CC3)c(=O)c2=O)CC1
    17% | 130% | . | -4% | -4% | . | 1% | -1% | 6% | . | .
CCN(CC)S(=O)(=O)c1cccc(C(=O)Oc2cccnc2)c1
    19% | -2% | i | 0% | 1% | ? | 1% | -10% | 6% | i | -3%
Cc1cc(-c2ccccc2)nc(=O)[nH]1
    -10% | -6% | i | -2% | -3% | ? | -1% | 4% | 8% | i | -5%
CC1CCN(C(c2ccc(N(C)C)cc2)c2nnnn2Cc2ccccc2)CC1 (configuration not stated)
    26% | 0% | i | -5% | -6% | i | 1% | 7% | -8% | i | .

Only part of the results is shown; count on the stated rates, not on these rows.
